Compound activity deposited in PubChem BioAssay by NCI.
yeast mlh1 rad18: NCI yeast anticancer drug screen, S. cerevisiae mlh1 rad18 strain; 79,000 compounds, 11% hits; growth inhibition, % at 50 µM;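 note: 0% = growth of vehicle-only cultures of the same strain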
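Compound-treated yeast growth, normalised to vehicle controls. Strain bears defined DNA repair mutations.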
yeast cln2 rad14: NCI yeast anticancer drug screen, S. cerevisiae cln2 rad14 strain | % growth inhibition at 50 µM | 78,000 compounds, 8.3% hits | AID 165, 2004;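 note: 0% = growth of vehicle-only cultures of the same strain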
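Readout is yeast growth inhibition versus vehicle-treated controls, using a strain with cln2 and rad14 alterations exposed to compound.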
yeast bub3: NCI yeast anticancer drug screen, S. cerevisiae bub3 mutant strain; % growth inhibition at 50 µM; 78,000 compounds, 9.9% hits; AID 167, 2004;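 note: 0% = growth of vehicle-only cultures of the same strain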
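Readout: yeast growth inhibition, expressed relative to vehicle-only wells. The test organism is a mutant strain from a panel with lesions in DNA repair or checkpoint genes.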
sgs1 mgt1: NCI yeast anticancer drug screen, S. cerevisiae sgs1 mgt1 strain; growth inhibition, % at 50 µM; 78,000 compounds, 10% hits; AID 161, 2004;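 note: 0% = growth of vehicle-only cultures of the same strain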
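Growth of a repair-deficient yeast mutant was monitored after compound treatment and expressed as inhibition relative to vehicle-treated cultures.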
mec2-1: NCI yeast anticancer drug screen, S. cerevisiae mec2-1 strain; growth inhibition, % at 50 µM; 79,000 compounds, 9% hits; AID 157, 2004;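 note: 0% = growth of vehicle-only cultures of the same strain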
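Vehicle-treated cultures served as reference for growth inhibition of compound-exposed mec2-1 yeast.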
yeast rad50: NCI yeast anticancer drug screen, S. cerevisiae rad50 strain | growth inhibition, % at 50 µM | 79,000 compounds, 10% hits;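 note: 0% = growth of vehicle-only cultures of the same strain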
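Genetically altered yeast (DNA repair pathway); compound treatment; growth inhibition vs vehicle ctrl.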
The depositor's hits bear a star; · = no result given; & = joins results of further samples. Cut-off read from the data, not from the text of the source: active = growth inhibition above about 70%; inactive = the rest.

SMILES	yeast mlh1 rad18	yeast cln2 rad14	yeast bub3	sgs1 mgt1	mec2-1	yeast rad50
COc1ccc(CSCc2cc(OC)c(OC)c(OC)c2)cc1	-2.1	0.3	51.2	-24.1	16.8	-13.5
OC1c2ccccc2Oc2ccccc21	2.2	-12.8	8.8	9.9	-15.1	4.2
COc1ccccc1NC(=S)N=Nc1c(O)[nH]c2ccccc12	-3.5	9.5	-0.8	-6.7	-13.7	6.3
CCCOC(=O)C(N)CS (centres undefined)	27.6	23.1	5.2	18.4	5.5	8.4
Nc1nc(C2CCCCC2)cs1	20.4	16.1	14.9	31.1	29.8	54.2
COc1cc(C)c(OC)c(C/C=C(\C)CC2=C(CC(C)(C)O)C(=O)[C@]3(C)CCC[C@]3(C)C2)c1	12.4	4.3	16.5	13.7	25.8	33.6
N#CCc1nc2ccccc2c(=O)[nH]1	-22.2	-13.5	-20.1	-5.2	-13.1	-10.7
O=C(NCCS)C(=O)NCCS	-10.2	9.7	-12.7	3.6	7.9	-1.6
O=[N+]([O-])c1ccc(/C=N\NC(=S)Nc2ccc3cn[nH]c3c2)cc1	-9.7	-1.7	17.4	7.6	14.6	19.9
NC(=O)C1C=Cc2ccccc21 (centres undefined)	-35.6	-14.1	-16.8	-18.4	-19.3	-6.1
c1cc[c]([Sn]([NH]c2ncnc3[nH]cnc23)([NH]c2ncnc3[nH]cnc23)[c]2ccccc2)cc1	89.2*	29.4	57.4	58.3	47.6	71.0*
CCOC(=O)c1c(N=P(c2ccccc2)(c2ccccc2)c2ccccc2)n(C)c(=O)n(C)c1=O	-24.4	-6.0	-0.7	-3.1	5.8	3.5
CCCN(CCC)CC(C)O (centres undefined)	-14.6	2.6	-6.0	-10.5	-32.1	-10.7
Cc1cc(NC(C)C)nc(NC(C)C)c1C#N	-7.5	3.4	-6.0	11.2	-33.9	-10.2
NC(N)=NC(N)=Nc1cccc(S(=O)(=O)c2cccc(N=C(N)N=C(N)N)c2)c1	13.2	12.8	-4.0	-0.1	-0.6	8.1
O=C(Cc1ccccc1)NCO	4.6	-52.4	-3.5	-9.6	6.3	3.0
Cn1c(COc2ccc(/C=N\N3CCN(/N=C\c4ccc(OCc5c[n+]6ccccc6n5C)cc4)CC3)cc2)c[n+]2ccccc12	44.0	25.7	-6.0	29.6	11.8	-15.8
COc1ccc2[nH]c(C)cc2c1CN	26.4	-24.9	-20.2	15.1	-14.3	-0.7
O=c1nc(-c2ccco2)sc(=O)[nH]1	-3.4	13.2	-5.8	-8.3	-5.6	-0.1
COc1ccc2nc3cc(Cl)ccc3c(NCCCNCc3cc(OC)c(OC)c(OC)c3)c2c1	98.0*	98.8*	98.8*	98.3*	98.3*	98.2*
O=C1NC(=O)C(c2ccc(Br)c3ccccc23)=C1O	-6.2	-44.5	-5.2	3.0	-4.8	9.2
O=[N+]([O-])c1cccc(-c2cc(-c3cccc([N+](=O)[O-])c3)cc(-c3cccc([N+](=O)[O-])c3)c2)c1	19.1	-11.2	-2.9	1.9	-1.1	-2.0
CCc1ccc2c(c1)C(C)(CC)CCC2C (centres undefined)	8.7	-43.0	-8.9	-16.4	-6.5	-2.5
Cc1ccc(S(=O)(=O)OC2C(O)C(O)OC(CO)C2O)cc1 (centres undefined)	2.1	-0.9	22.6	-2.6	1.2	-7.2

An excerpt from above in order of SMILES length, lowest first:
SMILES	yeast mlh1 rad18	yeast cln2 rad14	yeast bub3	sgs1 mgt1	mec2-1	yeast rad50
COc1ccc2[nH]c(C)cc2c1CN	26.4	-24.9	-20.2	15.1	-14.3	-0.7
CCc1ccc2c(c1)C(C)(CC)CCC2C (centres undefined)	8.7	-43.0	-8.9	-16.4	-6.5	-2.5
Cc1cc(NC(C)C)nc(NC(C)C)c1C#N	-7.5	3.4	-6.0	11.2	-33.9	-10.2
O=C1NC(=O)C(c2ccc(Br)c3ccccc23)=C1O	-6.2	-44.5	-5.2	3.0	-4.8	9.2
COc1ccc2nc3cc(Cl)ccc3c(NCCCNCc3cc(OC)c(OC)c(OC)c3)c2c1	98.0*	98.8*	98.8*	98.3*	98.3*	98.2*

(further entries)
SMILES	yeast mlh1 rad18	yeast cln2 rad14	yeast bub3	sgs1 mgt1	mec2-1	yeast rad50
COC(=O)C1=C(O)C(C(=O)OC)[C@@]2(O)[C@@H](C(=O)OC)CC[C@@H]1[C@@H]2C(=O)OC (some centres undefined)	8.9	3.0	-3.5	-13.8	-9.1	-1.4
O=C(CN1C(=O)CC(c2ccccc2)(c2ccccc2)C1=O)N1CCN(CCO)CC1	2.3	-5.2	-16.2	-22.1	-4.6	-0.3
N#Cc1ccc[n+](CC(=O)c2ccc3ccccc3c2)c1	-9.1	18.1	9.8	25.1	-7.8	8.5
O=c1sc(=S)[nH]c2ccccc12	72.2*	71.5*	67.5	78.9*	69.1	76.8*
COC(=O)C1=Nc2c(C)nn(-c3ccccc3)c2N=C(c2ccccc2)C1	5.1	-2.6	-6.8	-3.9	-13.8	-6.0
CCCCCCCSc1nc2c(C(=O)OCC)ncn2c2ccccc12	-45.8	5.2	-23.9	-25.9	-50.1	-8.5
NCC=C1C2CC3CC(C2)CC1C3	12.6	-26.4	-13.7	1.4	-7.2	1.9
Cc1cc(C)c(CCCC(=O)c2c(C)cc(C)cc2C)c(C)c1	9.8	29.1	15.6	9.8	-1.6	9.8
O=C(CN1C(=O)c2ccccc2C1=O)NC1(C(=O)O)CCCC1	-0.1	-2.6	-30.8	-27.9	-14.0	-3.2
Cc1[nH]c(=O)c(C#N)c(C)c1[N+](=O)[O-]	1.9	-35.7	10.6	4.0	20.3	-0.1
O=C(/C=C/C=C/c1ccc2c(c1)OCO2)N1CCCCC1	-22.7	-22.6	5.5	12.1	-26.4	-1.5
O=C1OC(=O)c2cccc3cccc1c23	98.4*	98.5*	99.5*	98.5*	99.1*	98.8*
CC(C)C1=CC23CCC4C(C)(C(=O)O)CCCC4(C)C2CC1CC3C#N (centres undefined)	98.2*	97.1*	98.5*	98.5*	98.5*	98.0*
O=CC=C(c1ccccc1)c1ccccc1	28.4	39.1	40.6	80.0*	-13.3	39.6
CCC(=O)C(CC)c1ccc(OC)cc1OC (centres undefined)	15.6	3.9	7.3	-6.2	-31.4	-1.8
COc1ccccc1NC(=S)NN=C(C)c1cccc(C(C)=NNC(=S)Nc2ccccc2OC)n1	-0.3	-16.2	-22.1	-12.6	-16.9	-1.6
O=C(NCCN1CCCCC1)C(O)(C1CCCCC1)C1CCCCC1	3.9	19.2	9.8	12.2	7.7	-6.8
O=C(NC1CCCCC1)OCc1c(COC(=O)NC2CCCCC2)c(-c2ccc(Cl)c(Cl)c2)n2c1CCC2	6.9	43.3	-5.3	27.4	7.1	16.0
CC(=O)N1C=C(Br)c2ccccc2C1C1c2ccccc2C(Br)=CN1C(C)=O (centres undefined)	-41.0	-15.1	1.3	-11.2	-6.9	-9.2
CN(C)C(=O)c1ccc(C(C)(C)C)cc1	2.1	8.7	-14.9	10.4	3.3	17.7
CCOC(=O)NNC(=O)NC12CC3CC(CC(C3)C1)C2	1.8	-24.6	-3.9	5.6	-7.7	-16.7
CCCCNc1ccccc1	42.5	-21.0	-6.2	28.8	6.3	30.4
Cc1cc(C)c(C(=O)C[n+]2ccccc2C)c(C)c1	8.6	35.9	11.7	6.5	6.5	-8.5
Cc1ncc2c(n1)NC(c1ccc(F)cc1)NC2 (centres undefined)	-4.8	-8.4	-13.1	-4.2	-0.8	1.4
c1ccc(N=c2c3c(ccc4ccccc43)oc3ccc4ccccc4c23)cc1	-7.7	-30.8	16.7	0.9	4.0	-5.7
O=C(COc1ccc(Cl)c(Cl)c1)NCc1ccc(Cl)cc1	49.5	5.3	29.3	0.1	13.2	7.3
Cn1c(=O)c2c(-c3ccccc3)cc(-c3ccccc3)nc2n(C)c1=O	-21.4	-30.7	-10.7	1.9	-16.1	-18.8
Nc1nc2c(nc(OCc3ccccc3)n2C2OC(CO)C(O)C2O)c(=O)[nH]1 (centres undefined)	16.1	8.9	0.5	2.6	10.8	23.5
CCOC(=O)CCc1nc2ccccc2[nH]1	-4.2	3.7	0.5	-0.3	-0.6	0.6
CC(C)(Oc1ccc(/C=C/C(=O)c2ccc(Cl)cc2)cc1)C(=O)Nc1c(Cl)cccc1Cl	19.0	12.1	12.8	2.6	-2.0	0.8
O=S1(=O)CCC(Br)c2ccccc2C1 (centres undefined)	-5.4	14.2	3.9	-7.0	21.0	6.2
O=S(=O)(c1ccccc1)c1cccc2c1NCCC2	43.6	8.4	62.3	34.4	-1.8	34.9
CC(C)c1cccc(C(C)C)c1NC(=O)Nc1ccc(Cl)cc1Cl	4.7	16.9	10.6	7.0	-16.1	-5.5
O=C1CSC(c2cccnc2)N1CCN1C(=O)CSC1c1cccnc1 (centres undefined)	19.4	-2.4	-1.6	-11.5	4.2	3.8
COC(=O)c1cc(C)c(C)c2c1NC(=O)CNC2=O	8.0	19.8	-3.7	4.0	-4.2	-4.1
COC(=O)[C@]1(C)CCC[C@@]2(C)C1CC[C@]13C=C(C(C)C)[C@H](CC21)CC3(Cl)C#N (some centres undefined)	7.5	3.4	-14.2	-3.8	-8.0	-20.2
CCCCCCCCCCCCCCCCCC(=O)N/N=C/c1ccc(OCC)c(OC)c1	-0.1	-5.8	-2.8	-10.7	0.2	-9.8
O=C(c1ccccc1)c1ccncc1	-3.1	-1.0	-1.9	-27.2	-4.4	28.2
C=C(CO)C(=O)OC1CC(=C)C2CC(O)C(C)C2C2OC(=O)C(=C)C12 (centres undefined)	87.7*	32.4	79.4*	92.5*	52.5	86.7*
CCC(=O)C(CCN(C)C)(c1cccs1)C1CCCCC1 (centres undefined)	7.9	-17.3	13.0	-1.2	10.8	2.3
Cc1nc2ccccc2nc1CC(=N)c1ccccc1	17.8	5.1	35.7	-5.8	15.8	24.2
C=CCNc1ccc(C)cc1	20.4	13.4	-5.0	20.1	-8.2	16.5
NC(=O)NC(=O)c1ccccc1	-7.5	-9.2	3.5	-10.2	-15.2	-10.4
N#CCCc1c(O)ccc2ccccc12	11.6	-59.9	10.5	10.1	0.6	38.6
CC(OC(=O)c1ccccc1)C(OC(=O)c1ccccc1)C(OC(=O)c1ccccc1)c1cnn(-c2ccccc2)n1 (centres undefined)	32.0&6.7	-9.4&19.1	16.1&10.1	3.4&24.8	-1.9&-2.4	35.7&14.8
O=S(=O)(c1cccc(C(F)(F)F)c1)N(CCCCCN(S(=O)(=O)c1cccc(C(F)(F)F)c1)S(=O)(=O)c1cccc(C(F)(F)F)c1)S(=O)(=O)c1cccc(C(F)(F)F)c1	10.2	21.3	11.9	0.2	3.0	-12.2
CCC(CC)=NOC(=O)Nc1ccccc1	45.5	14.1	33.3	63.0	27.2	20.7
COc1ccc(COC(=O)Nc2ccc([N+](=O)[O-])cc2)cc1	-12.2	-5.3	-18.5	-28.1	-3.6	-38.2
CC(C)(C)S(=O)CCO (centres undefined)	10.8	-15.4	-1.9	2.7	-19.4	0.7
Cc1nc2c(ccc3cc4ccccc4cc32)cc1N(CCO)CCO	18.1	20.9	16.6	-0.1	-0.8	28.1
O=C1C(c2ccccc2)=C(c2ccccc2)c2ccc(Cl)cc21	6.5	7.8	0.5	8.8	15.6	13.7
COc1cc(CC2CC(c3ccc4c(c3)OCO4)OC2=O)cc(OC)c1OC (centres undefined)	18.2	1.4	38.5	-2.9	-13.4	-10.2
O=C(Nc1ccc(F)cc1)N1CCOCC1	-9.4	9.6	6.8	4.3	-25.0	1.6
CN(C)C(=S)S(=O)(=O)CCCCS(=O)(=O)C(=S)N(C)C	81.8*	9.0	20.9	92.3*	32.1	86.3*
Cc1nc2ccccc2c(=O)n1Nc1ccc(C(=O)O)cc1	5.2	7.7	-9.8	4.2	-16.4	-8.8
O=C(N/N=C/c1ccc2c(c1)CCC2)c1ccccc1[N+](=O)[O-]	81.7*	·	·	·	71.2*	88.4*
CCCCCN(CCCCC)CC(O)c1cc(-c2ccccc2)nc2c(Cl)cc(Cl)cc12 (centres undefined)	39.1	18.0	46.5	26.5	-1.1	42.0
Nc1c(Br)cc([N+](=O)[O-])cc1-c1ccccc1	20.5	-11.4	-10.0	10.1	8.2	8.7

Compounds as they come; 14% or so of the library scored in one or more.
